CSM14.1 death rescue – rescue of cells from ER stress-induced death, primary screen, 384-well, CSM14.1, thapsigargin, ATP luminescence (AID 1222) | CSM14.1 thapsigargin-induced death rescue, ATP luminescence; higher % means a stronger effect | cellular ATP content (survival), % at 20 µM; hits with a dose series show EC50 in µM | 190,000 tested, under 10 active;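 active means EC50 below 50 µM in the dose-response confirmation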;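 further: death triggered by thapsigargin at about 15 µM added after 2 h compound pretreatment; cell ATP read after overnight thapsigargin exposure of roughly 18 to 22 hours; normalized against plate controls of thapsigargin alone and 5% DMSO vehicle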
Salmonella PhoP GFP – inhibitors of PhoP regulon expression, primary screen, Salmonella Typhimurium, GFP reporter (AID 1863); inhibition, % at 50 µM, or IC50 in µM where a hit was titrated; 0.16% of 300,000 active; S. Typhimurium PhoP-regulated promoter GFP reporter, 4 h; higher % means a stronger effect;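 active means inhibition over 29.93%, a cutoff 3 SD above the screen mean, later confirmed by dose response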;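 further: 0% = low Mg2+ inducing control and 100% = high Mg2+ repressing control; strong numbers were not always called active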
Hep lipid drop – modulators of hepatic lipid droplet formation | AML12 mouse hepatocytes, oleate lipid droplets, BODIPY imaging | inhibition, % at 6.5 µM | 0.4% of 240,000 active | AID 1656;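 active means lipid droplet intensity inhibited by at least 50%, with more than 500 cells counted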
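Assay system: AML12 mouse liver cells | Compound: 6.5 µM single-point dosing | Schedule: Overnight exposure | Technique: Fluorescence imaging, 20x objective, two fields per well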
bCat nuc transl – alters nuclear translocation of beta-catenin in HeLa cells. nuclear translocation activity, % at 5 µM. 0.3% of 190,000 active. immunofluorescence imaging. AID 1665;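 active means nuclear translocation activity above 50% at 5 µM, with a well cell count of 50 or more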;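 further: per-cell ratio of nuclear to cytoplasmic median beta-catenin stain intensity; plate controls were DMSO negative control for no effect and GSK-3 inhibitor IX positive control for full effect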
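Technique: fluorescence imaging of beta-catenin antibody stain plus DAPI / Material: human HeLa cell line / Incubation: compound treatment 24 h, 37°C, 5% CO2 / Read-out basis: % activation of per-cell nuclear versus cytoplasmic median beta-catenin signal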
Dynein transport – dynein cargo transport inhibition. 0.47% of 220,000 active. 3617.4 mouse cells, GR-EGFP nuclear translocation imaging; test concentration mostly 20 µM; stimulated with dexamethasone, 1 µM; hits give low values. z-score, hits read low;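 active means plate z-score of nuclear minus cytoplasmic receptor signal below a set negative limit, without overly bright fluorescence or cell loss, cut at about -3.5 in these data, passing the limit was not always enough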;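 further: z-score of nuclear minus cytoplasmic ring GR-EGFP intensity difference per well; some compounds called inactive have numbers as strong as hits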
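Buffer or medium: tet-free, stripped-serum medium; Also added: dexamethasone, 1.0 µM final; Technique: high-content fluorescence imaging after fixation; Times: 48 h induction, 1 h compound, 30 min dex at 37 °C; Read-out: per-cell GR-EGFP intensity, nucleus versus surrounding cytoplasmic ring, well-averaged.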
MT stabilizer – microtubule stabilizers in HeLa cells; % tubulin-high responders, % at 10 µM; 0.83% of 200,000 active; HeLa tubulin immunostaining HCS, 24 h; share of cells brighter than vehicle mean+2SD;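 active means plate Z-score above 3 for both tubulin-high and condensed-nucleus cell shares, with cell loss under 80%, at 10 µM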;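 further: anti alpha tubulin signal scored within the nucleus-defined area of each cell; some results filed as inactive read as strong as hits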
Autophagy HCS – alters autophagy in cells. MEF GFP-LC3 puncta imaging; test concentration mostly 10 µM. calls only at 10 µM (by protocol). 0.98% of 190,000 active. AID 463193;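 active means percentage of spot-positive cells more than 3 SD above its plate mean, without a fluorescence outlier flag or 80% toxicity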;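 further: spot-positive cell cutoff set from DMSO-treated cells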
T cell modulator – T cell immune modulators affecting CD8 T cell-vesicle binding; AID 2052; 2C CD8+ T cell-vesicle binding, flow cytometry; hits give low values; calls only at 7 µM; 0.068% of 330,000 active;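 active means response, share of CD8 T cells binding vesicles, and their 90th percentile fluorescence all below set limits, cut at about 80% in these data, passing the limit was not always enough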
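System: murine 2C transgenic CD8+ T lymphocytes; also added: QL9-loaded Drosophila micro-vesicles; times: binding 1.5 h at 37 °C; measured by: flow cytometry, PE anti-B7-1 (FL2) versus Alexa647 anti-CD8 (FL8), PFA-fixed; control set: Peptide-free naked vesicles (low) and QL9 vesicles with 0.7% DMSO vehicle (high)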
Ins promoter up – MIN6 insulin promoter up-regulation. MIN6 insulin promoter-GFP reporter, high-content imaging; hits give high values. z-score at 5 µM. 0.3% of 190,000 active;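 active means z-score above 3 at 5 µM with at least 500 cells counted in the well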
Dynein transport cytoplasmic EGFP – further read-out of Dynein transport, marked with its call; z-score; measured here: cytoplasmic GR-EGFP intensity; hits give high values
Dynein transport nuclear GR-EGFP – recorded beside Dynein transport, whose call it bears; z-score; measured here: nuclear GR-EGFP intensity;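 lower value marks the stronger effect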
Dynein transport cell count – recorded beside Dynein transport, whose call it bears; z-score; measured here: cell count per field
Ins promoter up cell count – recorded beside Ins promoter up, whose call it bears; cell count; measured here: cytotoxicity, nuclei count;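 total cells summed across four imaged fields per well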
Hep lipid drop cells 6.5 µM – recorded beside Hep lipid drop, whose call it bears; cell count; measured here: cell count, cytotoxicity flag;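 cells counted across two imaged fields per well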
bCat nuc transl cell count 5 µM – also measured in bCat nuc transl; calls as there; cell count; measured here: cell count, cytotoxicity flag
T cell modulator vesicle-bound % – second read-out of T cell modulator, no call of its own (marks repeat the call); double positive events, %; measured here: CD8+ vesicle-bound cell fraction;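 binding gate set so that unloaded-vesicle control wells show 10% double positive cells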
MT stabilizer Hoechst-high % – second read-out of MT stabilizer, no call of its own (marks repeat the call); % Hoechst-high responders; measured here: nuclear condensation Hoechst responders;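 share of cells brighter than vehicle mean plus two SD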
MT stabilizer cytotoxicity % – further read-out of MT stabilizer, marked with its call; toxicity, %; measured here: cytotoxicity by cell density;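 0% = mean cell density of plate MIN control wells and 100% = no cells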
Autophagy HCS cell loss 18 h – also measured in Autophagy HCS; calls as there; toxicity, %; measured here: cell loss, nuclei count;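 cell loss after 18 h compound exposure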
Starred values were filed as active, the others as inactive; i = inactive; / = no result given.

SMILES	CSM14.1 death rescue	Salmonella PhoP GFP	Hep lipid drop	Hep lipid drop cells 6.5 µM	bCat nuc transl	bCat nuc transl cell count 5 µM	Dynein transport	Dynein transport cytoplasmic EGFP	Dynein transport nuclear GR-EGFP	Dynein transport cell count	MT stabilizer	MT stabilizer Hoechst-high %	MT stabilizer cytotoxicity %	Autophagy HCS	Autophagy HCS cell loss 18 h	T cell modulator	T cell modulator vesicle-bound %	Ins promoter up	Ins promoter up cell count
COCCOC(=O)C1=C(C)NC(=O)NC1c1cn(-c2ccccc2)nc1-c1cccs1 (stereo unspecified)	0.5%	1%	/	/	-5.2	783	-0.94	-0.18	-0.45	0.66	1.8	1.1	2.6	i	5	i	15	-0.15	1366
CCN(CC)c1ncnc2c1cnn2Cc1ccc(Cl)cc1	6.3%	7%	18	718	-1.1	1073	0.92	-0.31	-0.17	-1.3	2.2	4.2	6.3	i	6	i	36	-0.6	1411
COC(=O)c1ccccc1N/C=C/C(=O)c1ccc(Br)cc1	-1.8%	-12%	-31	600	-0.3	962	0.32	-0.25	0.46	0.8	1.1	1.9	7.1	i	-6	i	52	0.21	1249
Cc1ccc(C(=O)N/N=C\c2ccc([N+](=O)[O-])o2)cn1	/	2%	14	683	-0.5	1335	0.75	-0.24	0.38	-0.79	/	/	/	/	/	i	21	0.25	1266
CCc1ccccc1NC(=O)CCCSc1nc2ccccc2s1	0.5%	1%	8	642	0.2	926	-1.2	-0.26	-0.5	1	5.9	2.4	5.9	i	2	i	55	/	/
Cc1nc(NCC2CCCO2)nc2c1C(=O)CC(C)(C)C2 (stereo unspecified)	-2.7%	-2%	-6	673	-5.8	1099	0.62	-0.2	0.87	-1.5	3.1	2.9	6.9	i	6	i	24	-1	1135
Cc1cc(C)nc(SCc2ccc(C(=O)N/N=C/c3ccncc3)cc2)n1	-0.5%	-14%	3	720	0.1	1074	0.29	-0.24	0.039	0.2	2.3	2.1	7.5	i	-5	i	13	0.18	1174
CCc1c(C)nc2cc(-c3ccc(OC)c(OC)c3)nn2c1N1CCCC1	2.1%	-4%	/	/	-3.2	1219	-0.29	0.0033	-0.36	0.84	4.5	3.0	15	i	52	i	30	-1.5	1156
CCOc1cc2nc3c4ccccc4n(C)c3nc2cc1OCC	-3.3%	1%	11	727	-0.4	541	-0.99	-0.24	0.045	0.88	4.7	2.4	2.6	i	-7	i	47	-0.6	1059
CSC1=NCCN1C(=O)C(C)Oc1ccccc1 (stereo unspecified)	-1.8%	0%	14	643	2.6	1079	3.8	0.051	1.8	-2.7	4.5	2.1	5.0	i	11	i	29	-0.76	1905
CN(C)c1cc(NC(=O)CNC(C)(C)C)c2ccccc2n1	/	-3%	-3	707	1.8	1210	-0.0063	-0.012	0.47	-0.43	/	/	/	/	/	i	16	-0.12	1124
O=C(Nc1ccccc1)Nc1csc2ccccc12	/	6%	-16	670	-0.5	1388	1.3	-0.17	1.9	-1.8	/	/	/	/	/	i	36	-0.11	1001
CCOC(=O)/C(=N\Nc1ccccc1Cl)N1CC(C)OC(C)C1 (stereo unspecified)	/	/	19	710	0.5	1219	0.6	-0.7	0.14	-0.68	/	/	/	/	/	i	31	-0.31	771
NC(=O)C1CCN(CC(=O)NC2CCCc3ccccc32)CC1 (stereo unspecified)	0.2%	-4%	-17	671	1.0	1085	-0.79	-0.32	-0.57	1.1	4.0	3.6	9.0	i	0	i	54	-0.51	1261
Cc1ccccc1NC(=S)N(CCc1c(C)[nH]c2ccc(F)cc12)Cc1ccncc1	0.1%	4%	-2	681	-0.2	1151	-0.74	-0.22	-0.43	0.45	1.7	2.7	14	i	0	i	33	-0.36	955

Only Dynein transport cell count and MT stabilizer, for four of the compounds above:
Molecule	Dynein transport cell count	MT stabilizer
CCc1c(C)nc2cc(-c3ccc(OC)c(OC)c3)nn2c1N1CCCC1	0.84	4.5
CCOc1cc2nc3c4ccccc4n(C)c3nc2cc1OCC	0.88	4.7
CSC1=NCCN1C(=O)C(C)Oc1ccccc1 (stereo unspecified)	-2.7	4.5
CN(C)c1cc(NC(=O)CNC(C)(C)C)c2ccccc2n1	-0.43	/

Remaining list, next part:
SMILES	CSM14.1 death rescue	Salmonella PhoP GFP	Hep lipid drop	Hep lipid drop cells 6.5 µM	bCat nuc transl	bCat nuc transl cell count 5 µM	Dynein transport	Dynein transport cytoplasmic EGFP	Dynein transport nuclear GR-EGFP	Dynein transport cell count	MT stabilizer	MT stabilizer Hoechst-high %	MT stabilizer cytotoxicity %	Autophagy HCS	Autophagy HCS cell loss 18 h	T cell modulator	T cell modulator vesicle-bound %	Ins promoter up	Ins promoter up cell count
COc1cc(CCC(=O)OCC(=O)Nc2ccccc2C#N)cc(OC)c1OC	-0.9%	-1%	4	730	-2.2	1186	-0.085	-0.095	-0.088	0.45	3.8	2.4	0.5	i	-7	i	22	-0.35	1353
CCOP(=O)(OCC)C(NC(=O)Nc1ccc(Cl)cc1)c1ccccc1 (stereo unspecified)	-1.8%	-8%	-43	600	0.5	1166	-0.49	-0.19	-0.42	0.49	3.7	3.0	8.7	i	8	i	42	-0.41	1549
CCCCOC(=O)c1cc(=O)[nH]c2ccccc12	-0.9%	16%	32	696	/	/	0.12	-0.24	-0.036	0.73	3.3	3.7	7.9	i	24	i	30	0.05	1157
O=c1c2cc(Cl)ccc2oc2nc3n(c(=O)c12)CCCS3	0.4%	2%	/	/	-0.2	967	2.2	-0.19	0.94	-0.75	1.4	2.4	11	i	13	i	18	0.87	1201
CCCCCOC(=O)C1[C@H]2C(=O)N(CCCOC)C[C@]23C=C[C@H]1O3 (stereo partly specified)	2.2%	-5%	/	/	-4.4	904	-0.44	0.19	0.18	0.26	4.2	1.3	3.2	i	21	i	54	0.14	1158
O=C(N/N=C/c1c[nH]c2ccccc12)c1cccc([N+](=O)[O-])c1	2.0%	6%	-23	650	-0.8	945	-0.18	-0.15	-0.067	-0.58	7.1	2.2	11	i	5	i	45	/	/
CCN(Cc1ccccc1)C(=O)c1ccccc1C	2.1%	27%	-11	744	0.3	1074	-0.65	-0.24	-0.27	-0.17	2.7	1.8	9.2	i	0	i	15	0.17	1243
Cn1c(=O)c2c(nc(CN3CCN(Cc4ccccc4)CC3)n2CCN2CCOCC2)n(C)c1=O	2.6%	11%	2	791	4.5	1079	-1.1	-0.037	-0.56	1.3	9.3	1.7	5.0	i	14	i	15	0.34	1037
c1ccc(CCNc2nc(-c3cccnc3)cs2)cc1	-1.7%	4%	-6	707	3.1	967	-0.19	0.49	0.18	0.32	0.8	1.3	6.3	i	3	i	52	0.01	1965
O=C(O)CC1=C(O)C(=O)N(c2ccccc2)C1c1ccccc1 (stereo unspecified)	/	13%	6	676	-0.8	1289	-0.72	-0.22	-0.11	0.86	4.6	2.2	3.1	i	0	i	9	1.4	1199
COc1ccc(N=CC=C2OC(C)(C)C(C)(C)O2)cc1OC	/	-5%	5	741	-1.0	1278	0.11	-0.23	0.026	-0.34	/	/	/	/	/	i	44	-0.24	1009
Cc1cc(C(F)(F)F)nc(NCc2ccc(F)cc2)n1	-1.2%	-7%	/	/	3.5	1344	-0.007	-0.17	0.0089	0.76	4.4	3.2	7.1	i	12	i	13	0.03	1488
COC(=O)c1oc2ccc(Br)cc2c1NC(=O)CCCN1C(=O)c2ccccc2C1=O	-3.0%	0%	-26	573	0.2	1065	-1.2	-0.18	-0.29	0.29	2.2	3.4	9.0	i	-7	i	22	0.52	1935
Cc1cc(C)c(OC2(c3ccccc3)OC(=O)c3ccccc32)c(C)c1 (stereo unspecified)	3.3%	-16%	/	/	0.9	1230	0.99	-0.19	0.8	-0.19	1.5	1.8	7.6	i	-35	i	32	0.42	1466
CCn1c(=O)c(C(=O)CN2CCN(S(=O)(=O)c3ccc(C)cc3C)CC2)c(N)n(Cc2ccccc2)c1=O	0.7%	22%	-32	667	-3.7	524	-0.05	0.063	-0.36	0.25	1.7	1.5	7.3	i	26	i	18	-1.2	1236
Cc1cccc(N2CCN(c3ccc(C(N)=O)cc3[N+](=O)[O-])CC2)c1C	0.7%	-2%	1	675	-0.7	1467	-1.1	-0.25	-0.51	0.8	2.2	1.8	3.3	i	0	i	31	0.48	1322
O=C(c1cccnc1)N1CCN(Cc2ccc3c(c2)OCO3)CC1	-0.6%	-4%	-2	723	-1.3	1072	-0.38	-0.25	-0.074	1.1	1.4	0.6	25	i	5	i	53	0.03	1341
CCOc1ccc(N(CC(=O)N/N=C/c2ccc(OC(C)C)cc2)S(C)(=O)=O)cc1	1.6%	6%	1	689	-0.2	913	-0.76	-0.32	-0.65	0.9	2.4	2.2	4.3	i	13	i	51	/	/

Screening data from PubChem.
